Source: PubChem (NCI)
NCI-60 one-dose screen, 48 h, at 10 µM unless noted. Numbers give growth in % (100 = growth as untreated, 0 = no growth, -100 = all killed).
OVCAR-3: OVCAR-3 ovarian cancer. actives 7% (n = 79,000)
KM12: KM12 colon cancer cells. AID 1794800. actives 5% (n = 82,000)
OVCAR-8: OVCAR-8 ovarian cancer | AID 1794782 | actives 4.4% (n = 81,000)
OVCAR-5: OVCAR-5 ovarian cancer. actives 2.9% (n = 82,000). AID 1794783
OVCAR-4: OVCAR-4 ovarian cancer cells; actives 3.7% (n = 80,000); AID 1794784
DU-145: DU-145 prostate cancer | actives 4.2% (n = 81,000) | AID 1794760
PC-3: PC-3 prostate cancer cells. actives 3.9% (n = 80,000)
HCC-2998: HCC-2998 colon cancer. actives 4.7% (n = 79,000). AID 1794799
SW-620: SW-620 colon cancer; actives 5.2% (n = 82,000)
* hit, by the source's call; / = no result given; & = joins results of further samples. How the source made its calls: active means growth percent below 10; inactive means the rest.

1) O=C1CCC23OC(C(O)c4ccccc4N12)C1C(Br)=NOC13 (stereo not drawn)
2) CC(=C/c1ccccc1)/C=C1/SC(=S)N(C=C2C(=O)NC(=O)NC2=O)C1=O
3) C=C(CC(=O)OCCCC)C(=O)OCCCC
4) COc1ccc(/C=C(\C(=O)NCc2cccnc2)S(=O)(=O)c2ccccc2)cc1OC
5) O=C1c2ccccc2C(=O)N1Br
6) CC(C)(C)OC(=O)NCc1ccc(CNc2c([N+](=O)[O-])cnc3ccc(Br)cc23)cc1
7) O=C(Cc1ccc(F)c(F)c1)Nc1cc(C2(C(F)(F)F)CC2)nn1Cc1ccccc1
8) O=C(O)c1cc2ccccc2s1
9) O=C(CSc1nc2c(c(=O)[nH]1)CCCC2)NNC(=O)c1ccc([N+](=O)[O-])cc1
10) CCOC(=O)C(C)(C(=O)OCC)c1cccc2ccccc12
screen / no.,1,2,3,4,5,6,7,8,9,10
OVCAR-4,95,90,110,42,105,57,10,113,100,103
KM12,103,97,105,53,107,68,1.9*,108,99,110
OVCAR-8,103,96,97,28,103,54,6.5*,102,114,100
OVCAR-3,105,113,112,20,137,/,7.3*,120,110,113
DU-145,107,98,104,5.8*,125,78,21,124,107,107
SW-620,107,105,111,12,111,85,11,103,107,100
PC-3,99,84,92,37,81,43,-6.1*,96,100,91
OVCAR-5,98,110,113,45,91,99,2.5*,103,108,107
HCC-2998,100,104,92,97,91,93,17,107,99,100

11) Nc1ccc(NC(=O)c2cccc(N)c2)cc1
12) NS(=O)(=O)c1ccc(CCNC(=O)CSc2ccc(-c3ccc4ccccc4c3)nn2)cc1
13) N#Cc1c(-c2ccc(Cl)cc2)nc(SC(=O)c2ccc(F)cc2)[nH]c1=O
14) Oc1ccc2cc(Br)ccc2c1
15) CC(C(N)=O)N1CCN(c2ccc(Cl)cc2)CC1 (stereo not drawn)
16) c1ccc(CC[n+]2cccc3ccccc32)cc1
17) CCOC(=O)c1cnc(N)nc1-c1ccccc1
18) Cc1ccc([C@@H]2C[C@H](O)Cc3ccccc3N2)s1
19) c1ccc(Nc2nc3c(s2)CCCc2cc[nH]c2-3)nc1
20) CCOc1ccc(-n2nc(C(=O)Nc3ccc(F)c(F)c3F)nc2-c2cc(OC)c(OC)c(OC)c2)cc1
screen / no.,11,12,13,14,15,16,17,18,19,20
OVCAR-4,104,83,101,97,105,94,104,/,93,79
KM12,103,103,103,116,104,79,101,109,64,96
OVCAR-8,/,95,100,109,117,74,101,99,80,93
OVCAR-3,107,137,/,120,116,101,119,111,89,92
DU-145,108,101,107,116,107,118,110,111,74,105
SW-620,102,99,102,102,/,90,106,101,67,103
PC-3,83,89,104,79,89,76,94,92,62,72
OVCAR-5,101,108,106,109,113,104,97,98,99,81
HCC-2998,107,113,110,105,100,91,100,101,90,95

21) CSc1nc(N)nc(N)c1N
22) O=c1[nH][nH]c2c(N=Cc3ccccc3O)ccc(F)c12
23) COc1ccc2c(c1)CC/C(=C\c1ccncc1)C2=O
24) CC(C)(C)CC(C)(C)c1ccc(OCCOCC[N+](C)(C)Cc2ccccc2)cc1
25) O=C(CI)OCC(COC(=O)CI)OC(=O)CI
26) CN(C)c1ncc(C#Cc2c(F)cccc2F)c2ccccc12
27) COc1ccc2c(c1)c(-c1nnc(N)nc1-c1cn(C)c3ccc(Br)cc13)cn2C
28) CC(C)c1cccc(C(C)C)c1NC(=O)OCCN(C)C
29) O=C1Cc2ccccc2C1=O
30) CSC(=S)N/N=C(\C)c1ccccn1
screen / no.,21,22,23,24,25,26,27,28,29,30
OVCAR-4,95,96,73,-16*,64,85,96,101,/,/
KM12,111,108,71,-91*,102,98,78,103,99,20
OVCAR-8,102,101,90,-66*,98,94,84,102,96,15
OVCAR-3,115,98,89,-35*,72,88,101,108,110,6.0*
DU-145,110,118,96,39,59,97,95,112,111,16
SW-620,93,95,112,-39*,28,98,75,105,92,30
PC-3,96,90,93,-14*,94,76,71,104,93,27
OVCAR-5,103,107,89,30,104,100,84,103,97,27
HCC-2998,122,120,/,-32*,102,98,91,122,104,28

31) O=C(c1ccccc1)c1ccc(N2CCOCC2)cc1
32) CCCCCN1C=C/C(=C\C(=O)N(C)c2ccccc2Br)c2ccccc21
33) CCOC(=O)NNc1[nH]c(-c2ccc(OC)cc2)cc1C#N
34) c1coc(-c2c3ccc(=[N+]4CCCCC4)cc-3oc3cc(N4CCCCC4)ccc23)c1
35) CNc1ncc2cc(-c3cc(NC(=O)NCCC(C)(C)C)c(F)cc3C)c(C)nc2n1
36) O=c1[nH]c(N2CCCCC2)nc2nccc(-c3ccncc3)c12
37) C=CCOC(=O)OCCO
38) Cn1cc(-c2cc(N)n3nc(-c4c[nH]c5ccc(Br)cc45)cc3n2)c2cc(Br)cnc21
39) COc1ccc(-c2c3c(nn2-c2ccccc2)CCc2cnoc2-3)cc1
40) CCOC(=O)c1ccc(N(C=O)CCC(=O)O)cc1
screen / no.,31,32,33,34,35,36,37,38,39,40
OVCAR-4,98,84,153,-42*,33,98,102,-41*,77,113
KM12,100,98,75,-93*,18,116,105,-73*,61,115
OVCAR-8,100,89,99,-61*,27,97,112,-42*,85,105
OVCAR-3,109,97,107,-99*,55,103,110,-90*,81,125
DU-145,104,109,108,-96*,33,112,110,-76*,/,127
SW-620,100,97,107,-80*,18,104,105,-71*,60,115
PC-3,100,92,99,-74*,49,95,110,-45*,42,97
OVCAR-5,99,96,88,-92*,6.3*,96,105,-62*,84,112
HCC-2998,105,102,39,-97*,/,116,103,-98*,62,116

41) Cc1nc(C)c(C(N)=O)s1
42) CCSc1nc2ccccc2o1
43) C#CCOc1ccccc1/C=N/Nc1nc(-c2ccc(F)cc2)cs1
44) O=C(NCc1ccncc1)Nc1ccc(Cc2ccc(NC(=O)NCc3ccncc3)cc2)cc1
45) Cc1ccc(C(=O)NCCNc2nccc(-c3c(-c4cccc(F)c4)nc4sccn34)n2)cc1
46) CCc1c(N)nc(N)nc1Cl
47) O=C1Nc2ccc(Cl)cc2/C1=N/N=C/c1cccnc1
48) Cc1cc(-c2ccc(NS(=O)(=O)c3ccccc3)c(C)c2)ccc1NS(=O)(=O)c1ccccc1
49) Cc1c(Cc2ccccc2)c(=O)oc2c(C)c(OCC(=O)N3NC(=O)CC3=O)ccc12
50) CC(C)CCC[C@@H](C)[C@H]1CC[C@H]2[C@@H]3CC[C@H]4C/C(=N/O)CC[C@]4(C)[C@H]3CC[C@]12C
screen / no.,41,42,43,44,45,46,47,48,49,50
OVCAR-4,107,101,75,95,68,103,84,99&66,106,119
KM12,102,108,90,100,78,115,88,90&72,107,108
OVCAR-8,108,103,94,99,55,111,95,96&85,98,97
OVCAR-3,108,111,98,99,62,120,93,107&90,107,113
DU-145,104,111,95,96,63,109,96,95&94,110,116
SW-620,102,106,90,101,62,105,85,108&92,101,98
PC-3,102,92,75,89,56,93,96,79&63,94,83
OVCAR-5,92,101,92,102,69,125,94,111&126,115,112
HCC-2998,103,117,102,108,64,106,110,110&100,111,86

Full records, quoted from the list. Order of screens: OVCAR-4 | KM12 | OVCAR-8 | OVCAR-3 | DU-145 | SW-620 | PC-3 | OVCAR-5 | HCC-2998
Listed for `CCSc1nc2ccccc2o1` → 101 | 108 | 103 | 111 | 111 | 106 | 92 | 101 | 117
Listed for `C#CCOc1ccccc1/C=N/Nc1nc(-c2ccc(F)cc2)cs1` → 75 | 90 | 94 | 98 | 95 | 90 | 75 | 92 | 102

Five entries out of the list, ordered by count of non-hydrogen atoms, ascending.
41) Cc1nc(C)c(C(N)=O)s1
46) CCc1c(N)nc(N)nc1Cl
43) C#CCOc1ccccc1/C=N/Nc1nc(-c2ccc(F)cc2)cs1
50) CC(C)CCC[C@@H](C)[C@H]1CC[C@H]2[C@@H]3CC[C@H]4C/C(=N/O)CC[C@]4(C)[C@H]3CC[C@]12C
44) O=C(NCc1ccncc1)Nc1ccc(Cc2ccc(NC(=O)NCc3ccncc3)cc2)cc1
screen / no.,41,46,43,50,44
OVCAR-4,107,103,75,119,95
KM12,102,115,90,108,100
OVCAR-8,108,111,94,97,99
OVCAR-3,108,120,98,113,99
DU-145,104,109,95,116,96
SW-620,102,105,90,98,101
PC-3,102,93,75,83,89
OVCAR-5,92,125,92,112,102
HCC-2998,103,106,102,86,108

Further results.
51) O=C(Nc1cccc(C(F)(F)F)c1)Nc1ccc2oc(=O)ccc2c1
52) CCOC(=O)CNC(=O)C(c1ccccc1)c1ccccc1
53) COc1ccc(OC)c2c1nnc1c3cccnc3c(C#N)n12
54) COc1ccc(C2=Nn3c(N=Nc4c(O)[nH]c5ccc(OC)cc45)nnc3SC2)cc1
55) Cc1cc(C)n(C(=O)CSc2ncnc3c2c(-c2ccccc2)c(-c2ccccc2)n3-c2cccc(Cl)c2)n1
56) C[C@H]1[C@H](C)CC[C@]2(C(=O)OCCCC[P+](c3ccccc3)(c3ccccc3)c3ccccc3)CC[C@]3(C)C(=CC[C@@H]4[C@@]5(C)CC[C@H](OC(=O)C(Cl)Cl)C(C)(C)[C@@H]5CC[C@]43C)[C@H]12
57) O=C(NC1CCCCC1)N(Cc1nnc2n1CCCCC2)c1ccc(F)cc1
58) Cc1nc2ccc(-c3cc(C(F)(F)F)cc(C(F)(F)F)c3)cc2c(=O)n1-c1ccccc1
59) ClC(Cl)=C(c1ccccc1)c1ccccc1
60) CCCCCCn1c(-c2ccc(C(=O)O/N=C(\N)c3ccc4c(c3)OCO4)cc2)nc(-c2ccccc2)c1-c1ccccc1
61) OC(c1ccccc1)c1ccc(Br)cc1 (stereo not drawn)
screen / no.,51,52,53,54,55,56,57,58,59,60,61
OVCAR-4,82,111,104,107,91,-12*,118,93,122,40,100
KM12,79,110,94,93,95,-86*,114,86,101,32,110
OVCAR-8,83,108,86,105,91,-37*,118,83,104,18,125
OVCAR-3,/,111,102,119,98,-89*,112,93,102,32,115
DU-145,94,112,92,107,105,-35*,120,84,119,0.0*,109
SW-620,97,109,88,110,98,-71*,104,101,116,38,/
PC-3,59,97,149,90,84,-61*,/,91,86,23,101
OVCAR-5,101,99,95,105,95,-52*,94,91,111,43,103
HCC-2998,103,103,98,99,96,-85*,37,89,105,44,112
